Bioassay records as filed in PubChem BioAssay.
BLM inh = qHTS Assay for Inhibitors of Bloom's syndrome helicase (BLM); AID 2528, 2010; recombinant BLM DNA unwinding, fluorescence dequenching; RecQ-like DNA helicase BLM (Homo sapiens), P54132; 0.2% of 350,000 active; Potency, µM (doses to about 56.1 µM), without a hit: at the highest dose activity change, negative = inhibition, usual class: inhibitors;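 note: potency is the fitted concentration of half-maximal effect; plate controls were vehicle for no effect and no enzyme for full effect; nearly all actives have a fitted effect of over 35% in size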
Pol iota inh = qHTS for Inhibitors of Polymerase Iota | DNA polymerase iota (Homo sapiens), Q9UNA4 | Pol iota fluorescent replication assay, 10 min | Potency, µM (titrated, usually from 115 µM), for inactives: top-dose activity, negative = inhibition, most hits filed as inhibitors | 1% of 390,000 active | AID 588590, 2011; note: potency is the fitted concentration of half-maximal effect
Target sequence (Q9UNA4 whole entry, looked up): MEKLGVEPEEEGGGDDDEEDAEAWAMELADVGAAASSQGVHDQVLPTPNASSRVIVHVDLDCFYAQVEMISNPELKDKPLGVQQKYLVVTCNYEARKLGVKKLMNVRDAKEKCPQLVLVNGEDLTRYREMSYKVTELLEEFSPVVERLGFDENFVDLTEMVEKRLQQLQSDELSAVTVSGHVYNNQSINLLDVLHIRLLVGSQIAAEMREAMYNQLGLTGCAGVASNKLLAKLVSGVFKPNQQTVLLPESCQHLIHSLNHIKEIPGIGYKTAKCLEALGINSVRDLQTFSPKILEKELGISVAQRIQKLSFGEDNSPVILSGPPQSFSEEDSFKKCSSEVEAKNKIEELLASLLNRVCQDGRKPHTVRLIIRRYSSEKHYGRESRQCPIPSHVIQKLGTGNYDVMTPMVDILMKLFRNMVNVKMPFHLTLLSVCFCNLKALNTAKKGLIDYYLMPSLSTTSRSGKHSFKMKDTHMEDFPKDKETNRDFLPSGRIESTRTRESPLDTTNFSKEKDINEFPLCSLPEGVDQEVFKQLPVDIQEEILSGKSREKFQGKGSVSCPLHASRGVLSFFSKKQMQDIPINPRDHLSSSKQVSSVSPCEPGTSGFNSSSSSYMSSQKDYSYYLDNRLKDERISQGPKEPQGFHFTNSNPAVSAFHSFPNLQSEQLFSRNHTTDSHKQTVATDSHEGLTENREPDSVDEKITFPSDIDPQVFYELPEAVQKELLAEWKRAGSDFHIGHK
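Fluorescent replication assay read twice, at 0 min and 10 min after adding 50 nM (final) substrate. Enzyme (10 nM) and compounds were first incubated 15 min at room temperature; enzyme-free buffer wells were negative controls.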
12-LOX inh = Primary qHTS assay for inhibitors of human arachidonate 12S-lipoxygenase (ALOX12): Round 2 | Polyunsaturated fatty acid lipoxygenase ALOX12 (Homo sapiens), P18054 | purified 12hLO, xylenol orange hydroperoxide absorbance | Potency, µM (doses to about 108 µM), inactives show at the highest dose activity change, negative = inhibition, usual class: inhibitors | 1.1% of 580,000 active | AID 1671190, 2021; note: potency is the fitted concentration of half-maximal effect; % is set by controls: 0 for no effect and ±100 for the full control effect
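Purified human 12hLO at 150 nM in 25 mM Hepes, 0.01% Triton X-100, pH 7.0, preincubated 15 min at room temperature with compound. Reaction started with 40 uM arachidonic acid, 30 min at room temperature. Hydroperoxide measured by Fe-xylenol orange, 573/405 nm absorbance ratio.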
TRHR agonist = qHTS for Small Molecule Agonists and Allosteric Enhancers of Human TRH Receptor: Primary Screen for Agonists; Thyrotropin-releasing hormone receptor (Homo sapiens), P34981; TRHR cells, calcium flux fluo-8, FDSS agonist mode; activation, % at 2 µM; 0.18% of 360,000 active; in the data active = activation above about 30%; note: 0% is about no effect
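Fluo-8-loaded TRHR cells; 10 s baseline, compound added, kinetic Ca2+ fluorescence read 1/s, agonist mode.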
APE1 inh = qHTS Assay for Inhibitors of the Human Apurinic/apyrimidinic Endonuclease 1 (APE1). DNA repair nuclease/redox regulator APEX1 (Homo sapiens), P27695. recombinant APE1, TAMRA/BHQ-2 abasic DNA cleavage fluorescence. Potency, µM (highest dose often 65.8 µM), without a hit: top-dose activity change, negative = inhibition, hits mostly inhibitors. 0.35% of 350,000 active. AID 2517, 2012;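 note: potency is the fitted concentration of half-maximal effect; plate controls were vehicle for no effect and reference inhibitor for full effect; nearly all actives have a fitted effect of over 55% in size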
Target sequence (P27695 whole entry, looked up): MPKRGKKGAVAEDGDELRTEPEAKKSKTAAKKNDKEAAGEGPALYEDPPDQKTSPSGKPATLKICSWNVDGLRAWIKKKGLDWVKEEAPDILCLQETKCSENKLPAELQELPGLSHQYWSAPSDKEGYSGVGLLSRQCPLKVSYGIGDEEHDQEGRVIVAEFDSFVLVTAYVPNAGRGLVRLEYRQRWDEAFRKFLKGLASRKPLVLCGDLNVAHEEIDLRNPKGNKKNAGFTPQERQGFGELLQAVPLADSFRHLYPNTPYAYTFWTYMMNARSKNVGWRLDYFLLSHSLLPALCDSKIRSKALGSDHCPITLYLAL
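Enzyme (0.75 nM final) and test compound are incubated 15 min at room temperature before adding 50 nM quenched THF abasic-site duplex. Cleavage dequenches TAMRA, followed at 525/598 nm over three reads one minute apart.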
POLK inh = qHTS for Inhibitors of Polymerase Kappa; 0.53% of 400,000 active; purified Pol kappa, fluorescent DNA synthesis assay, 10 min; DNA polymerase kappa (Homo sapiens), Q9UBT6; Potency, µM (doses to about 107 µM), for the others: top-dose activity, negative = inhibition, hits mostly inhibitors; note: potency is the fitted concentration of half-maximal effect; % is set by controls: 0 for no effect and ±100 for the full control effect
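Inhibition of 10 nM Pol kappa is measured by a fluorescent read-out at 0 and 10 min following addition of 50 nM substrate (final), with a 15-min room-temperature compound preincubation.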
ERG Ets-DNA blk = qHTS for Small Molecule Inhibitors of the ERG Ets/DNA interaction; Transcriptional regulator ERG (Homo sapiens), P11308; fluorescence polarization, His-ERG Ets domain / labelled DNA; Potency, µM (top dose mostly 76.9 µM), without a hit: top-dose FP activity, negative = inhibition, actives largely listed as inhibitors; 0.028% of 370,000 active; active = well fitted inhibition curve with a large enough effect in the polarisation, with a control signal flat; inconclusive = small, poorly fitted or top-dose-only effect, or effect the other way, or a change in a side signal; inactive = no such curve, though single readings can be large or run the other way; the % refers to the polarisation;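 note: polarization taken with two DNA probes labelled with fluorescein and Texas red; potency is the fitted concentration of half-maximal effect; % of control where 0% means no effect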
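His-tagged ERG Ets domain (1 uM in the protein solution; 300mM KCl, 50mM Tris-HCl, 1mM EDTA, 1mM DTT, pH 7.5) received compound, then a probe mix of 5 nM fluorescein-DNA and 100nM Texas-615-DNA. Fluorescence polarization was read for both dyes.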
POLB inh = qHTS Assay for Inhibitors of DNA Polymerase Beta; P06746; Pol beta primer extension/strand displacement, fluorescence kinetic; Potency, µM (titrated, usually from 114 µM), for inactives: at the highest dose activity change, negative = inhibition, usual class: inhibitors; 1.3% of 340,000 active; AID 485314, 2010; note: potency is the fitted concentration of half-maximal effect; % is set by controls: 0 for no effect and ±100 for the full control effect
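Kinetic readout of DNA synthesis with strand displacement by Pol beta. Compound and 10 nM enzyme sit 15 min at room temperature; 50 nM substrate starts the reaction, read immediately and at 10 min.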
Anesthetic bind = qHTS Assay for Identification of Novel General Anesthetics. apoferritin/1-aminoanthracene competitive binding, fluorescence. AID 485281, 2010. Potency, µM (highest dose often 77.5 µM), without a hit: at the top dose activity change, negative = displacement, most hits filed as inhibitors. 0.074% of 350,000 active; note: potency is the fitted concentration of half-maximal effect; % is set by controls: 0 for no effect and ±100 for the full control effect; nearly all actives have a fitted effect of over 20% in size
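Probe: 1-aminoanthracene (50% saturated, PBS). Protein: horse-spleen apoferritin, 10 uM. Incubation: 10 min, room temperature. Detection: 380 nm excitation, 535 nm emission. Analysis: normalized response, four-parameter Hill.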
Numbers without * were called inactive; ? = inconclusive; nt = no result given; & = joins results of further samples; [ ] = another dose, or the depositor's remark. Unless noted, calls come from the whole dose curve; as a rule, active = well fitted curve in the direction sought with a large enough effect; inconclusive = small, poorly fitted or top-dose-only effect, or another doubt; inactive = no such curve, though single readings can be large; an effect the other way counts as inactive or inconclusive.

SMILES	BLM inh	Pol iota inh	12-LOX inh	TRHR agonist	APE1 inh	POLK inh	ERG Ets-DNA blk	POLB inh	Anesthetic bind
C=C(C)C(=O)Nc1cccc(C2=NOC3(C2)C[C@@H](C(N)=O)N(C(=O)C2(C)CC2)C3)c1 (stereo partly drawn)	4%	50µM*	-5%	-1.1	?	45µM*	-7%	1.1µM*	8%
COc1cc(/C=N/Nc2cc(C)nc(N)n2)ccc1O	-8%	114%[activator]	35%	-1.0	-10%	-17%	3%	?	0%
C/C(=N\NC(=O)C(O)(c1ccccc1)c1ccccc1)c1ccc(C)o1	1%	27%	1%	-0.4	-12%	4%	14%	31%	-16%
Cc1ccc(S(=O)(=O)N2CCN(C(=O)C3CCN(C(=O)c4ccccc4C)CC3)CC2)cc1C	-3%	95%[activator]	0%	-0.8	-3%	-2%	8%	-8%	-10%
O=C(c1ccc2c(c1)OCO2)N1CCN(c2ccc(Cl)cc2)CC1	-9%	-2%	?	-0.2	16%	-2%	nt	16%	-13%
O=C(CSc1nc(-c2ccc(F)cc2)cs1)N1CCN(C(=O)c2ccco2)CC1	1%	24%	-23%	-0.1	3%	-3%	-3%	?	-14%
O=C(Nc1cccc(F)c1)[C@@H](c1ccccc1)N1Cc2ccccc2C1=O	-8%	2%	-26%	0.4	nt	-11%	-3%	-19%	-10%
CCCCNC(=O)C1(O)c2ccccc2NC(=O)N1c1ccc(Cl)cc1 (stereo not drawn)	-3%	18%	127%[activator]	1.3	-11%	-1%	14%	-4%	4%
CC(Sc1nnc(CNC(=O)c2ccccc2F)n1C)C(=O)Nc1nccs1 (stereo not drawn)	-2%	?	?	-0.2	27%	-3%	-15%	1%	0%
O=C(O)c1ccc(COc2ccc([N+](=O)[O-])cc2)o1	-3%	-10%	?	0.2	43%	-10%	2%	-10%	23%
CN1C/C(=C/c2ccsc2)C(=O)/C(=C/c2ccsc2)C1	5%	?	-18%	-0.5	-1%	-7%	1%	37%	-4%
COc1cc(CNc2ccc3[nH]c(=O)[nH]c3c2)cc(Cl)c1OCC(=O)NC(C)(C)C	-18%	?	?	0.5	-3%	?	12%	?	?
COc1cccc(NC(=O)CCCNC(=O)Cn2cnc3sc(C)c(C)c3c2=O)c1	1%	37%[activator]	26%	-0.8	-13%	-24%	2%	22%	-11%
Nn1cnnc1N/N=C/c1cccc(Cl)c1Cl	-1%	?	118%[activator]	-1.0	-3%	2%	?	29%	4%
CCOc1ccc2c(c1)[N+](C)(C)C(C)(C)C=C2C	-6%	?	?	0.5	-4%	-5%	7%	-15%	-8%
CCCCCC(=O)Nc1ccc(S(=O)(=O)Nc2nccnc2OC)cc1	-1%	12%	7%	1.1	-2%	-11%	7%	-2%	-11%
CCCN1CC(=O)N2C(c3ccccc3)c3[nH]c4ccccc4c3C[C@H]2C1=O (stereo partly drawn)	-6%	-4%	?	0.5	-3%	-17%	6%	5%	-13%
Cc1ccc(C(=O)NCC(=O)OCc2cc(=O)n3c(C)csc3n2)cc1	-1%	19%	-21%	-0.2	nt	-3%	4%	18%	-11%
CCOCCCNC(=O)CN1C(=O)NC(Cc2c[nH]c3ccccc23)C1=O (stereo not drawn)	0%	68%[activator]	?	0.8	13%	-2%	7%	4%	-2%
CN(C)c1nc(-c2cccc(C#N)c2)nc2ccccc12	2%	nt	?	nt	-3%	-2%[60.1 µM]	nt	nt	nt
CN1CCC(=NNC(=O)C(=O)Nc2cccc(Br)c2)CC1	-5%	74%[activator]	-1%	-0.3	?	1%	-3%	-3%	-15%
COc1ccc(OC)c(NC(=O)C(CCSC)NS(=O)(=O)c2cccs2)c1 (stereo not drawn)	0%&-2%	9%&12%	?	-0.6&-1.0	-1%	-13%&8%	-4%&-2%	49%&3%	-9%&-3%
Cc1cc(Nc2ccc(F)cc2C)n2ncnc2n1	1%	?	11%	0.1	-1%	-8%	0%	14%	-2%
COc1ccc(NC(=O)CSc2nnc(C3CC3)n2C)cc1S(=O)(=O)N1CCCCC1	nt	9%	72%[activator]	0.6	7%	4%	15%	nt	nt
CN(C)Cc1c(C(=O)Nc2ccccc2)[nH]c2ccccc12	nt	17%	9%	0.0	-8%	-13%	1%	nt	nt

Overlap with the part before: 2 compounds, then new ones.
SMILES	BLM inh	Pol iota inh	12-LOX inh	TRHR agonist	APE1 inh	POLK inh	ERG Ets-DNA blk	POLB inh	Anesthetic bind
COc1ccc(NC(=O)CSc2nnc(C3CC3)n2C)cc1S(=O)(=O)N1CCCCC1	nt	9%	72%[activator]	0.6	7%	4%	15%	nt	nt
CN(C)Cc1c(C(=O)Nc2ccccc2)[nH]c2ccccc12	nt	17%	9%	0.0	-8%	-13%	1%	nt	nt
O=c1cc(CO)oc(CN2CCCC2)c1O	-1%	42%[activator]	-1%	0.3	10%	-3%	nt	23%	-3%
CCCCNC(=O)CSc1nnc(-c2ccc(S(=O)(=O)N3CCCC3)cc2)n1C	3%	18%	20%	0.7	5%	0%	nt	9%	-6%
CCN1CCn2c3c(c4cc(C)ccc42)CCCC31 (stereo not drawn)	-2%	6%	?	0.3	-2%	-11%	-10%	-14%	-18%
O=C(c1ccc2c(c1)N(Cc1ccc(F)cc1)C(=O)c1ccccc1S2=O)N1CCOCC1 (stereo not drawn)	-4%	19%	-30%	-0.2	nt	2%	-1%	33%	-8%
CCOCCCNC(=O)c1ccc2c(c1)N(CC)C(=O)c1ccccc1S2=O (stereo not drawn)	-3%	2%	-14%	0.1	28%	11%	4%	39%	2%
CCCCNC(=O)N1CCCC(C(=O)c2cc(C)c(OC)c(C)c2)C1 (stereo not drawn)	0%	93%[activator]	-4%	-1.0	48%[activator]	-2%	5%	11%	-19%
Cc1cccc(OCCCn2c(CCNC(=O)C3CCCCC3)nc3ccccc32)c1	-11%	?	-19%	-1.1	nt	-19%	-3%	11%	37%[activator]
CN(c1ccccc1C(=O)NCc1ccco1)S(C)(=O)=O	-12%	?	-11%	0.9	?	?	2%	5%	1%
O=c1c(=Nc2ccccc2O)c(=O)c2ccccc12	-3%	?	?	0.0	?	-10%	-5%	?	?
COc1ccc(CNC(=O)C(C)N(Cc2ccccc2OC)C(=O)c2snc(C(N)=O)c2N)cc1 (stereo not drawn)	-2%	96%[activator]	-12%	0.2	20%	-2%	4%	1%	-5%
c1csc(-c2nn3c(Cn4nnc5ccccc54)nnc3s2)c1	-4%	26%	-2%	-0.6	-5%	-4%	-4%	-12%	0%
O=C(O)C(Cc1ccc(Cl)cc1)NS(=O)(=O)c1ccc(Cl)cc1 (stereo not drawn)	-3%	38%[activator]	-6%	1.1	-6%	-4%	7%	13%	3%
CC1CN(Cc2ccccc2)c2ccccc2NC1=S (stereo not drawn)	-11%	14%	35µM*	-4.3	0%	-16%	0%	-7%	0%
Cc1ccc2nc(-c3ccccc3)cc(C(=O)N(C)CC(=O)Nc3ccccc3Br)c2c1	nt	20%	-2%	0.0	-12%	1%	5%	nt	nt
COc1ccc(-c2nnc(SCC(=O)c3cc(C)n(Cc4cccs4)c3C)o2)cc1	-3%	-7%	-2%	0.8	13%	-18%	11%	18%	-8%
CCn1c(C(=O)NCc2ccc(F)cc2)cc2oc3ccccc3c21	-4%	24%	-17%	-0.7	nt	5%	-1%	14%	-9%
Cc1ccc(S(=O)(=O)N2C(=O)C(c3ccccc3)SC2=Nc2ccccc2)cc1 (stereo not drawn)	-2%	10%	?	-0.3	2%	-1%	8%	0%	-21%
C/C=C(/CCC1NCCc2c1[nH]c1ccccc21)[Si](C)(C)C (stereo not drawn)	nt	12%	105%[activator]	nt	nt	-20%	-4%	nt	nt
Cc1cc(NC(=O)c2cccc(S(=O)(=O)N3CCCCC3)c2)no1	-8%	13%	-6%	0.3	3%	-9%	5%	5%	-8%

4 compounds out of the list, sorted by formula weight, lowest first:
SMILES	BLM inh	Pol iota inh	12-LOX inh	TRHR agonist	APE1 inh	POLK inh	ERG Ets-DNA blk	POLB inh	Anesthetic bind
COc1cc(/C=N/Nc2cc(C)nc(N)n2)ccc1O	-8%	114%[activator]	35%	-1.0	-10%	-17%	3%	?	0%
CN(c1ccccc1C(=O)NCc1ccco1)S(C)(=O)=O	-12%	?	-11%	0.9	?	?	2%	5%	1%
CCCN1CC(=O)N2C(c3ccccc3)c3[nH]c4ccccc4c3C[C@H]2C1=O (stereo partly drawn)	-6%	-4%	?	0.5	-3%	-17%	6%	5%	-13%
COc1ccc(OC)c(NC(=O)C(CCSC)NS(=O)(=O)c2cccs2)c1 (stereo not drawn)	0%&-2%	9%&12%	?	-0.6&-1.0	-1%	-13%&8%	-4%&-2%	49%&3%	-9%&-3%

Not all compounds are listed; rates above refer to the full screens.
